PDI turbidity: inhibitors of human PDI, primary screen, biochemical, turbidity, single point, plate reader | Protein disulfide-isomerase (Homo sapiens), P07237 | PDI insulin aggregation turbidity, A650, 90 min | inhibition, % at 10 µM | actives 0.052% (n = 350,000);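 active = mean inhibition across replicates of 30% or more, whatever share of single replicates reach that level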;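 also: absorbance from insulin aggregation driven by PDI reduction with DTT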
Target sequence (P07237 whole entry, looked up): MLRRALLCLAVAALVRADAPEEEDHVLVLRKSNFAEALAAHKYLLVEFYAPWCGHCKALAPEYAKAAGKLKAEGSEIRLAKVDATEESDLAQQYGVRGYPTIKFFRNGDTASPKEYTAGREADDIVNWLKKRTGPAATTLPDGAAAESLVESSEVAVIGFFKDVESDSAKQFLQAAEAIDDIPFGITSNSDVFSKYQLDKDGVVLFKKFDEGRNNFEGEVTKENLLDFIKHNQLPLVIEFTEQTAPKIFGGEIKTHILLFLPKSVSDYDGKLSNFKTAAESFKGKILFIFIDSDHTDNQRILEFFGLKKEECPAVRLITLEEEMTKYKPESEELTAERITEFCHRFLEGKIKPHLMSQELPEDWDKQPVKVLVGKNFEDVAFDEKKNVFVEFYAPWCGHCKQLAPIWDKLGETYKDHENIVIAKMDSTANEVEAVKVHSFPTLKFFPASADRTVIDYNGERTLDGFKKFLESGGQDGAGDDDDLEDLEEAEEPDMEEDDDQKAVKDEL
CaV13 FRET inh: Primary screen for inhibitors of IQ motif and Ca2+-dependent inactivation inhibitor domain binding in CACNA1D, Förster resonance energy transfer in living cells, … | HEK cells, CFP/YFP FRET ICDI-IQ, plate reader, 10 min; percent FRET-ratio fall versus neutral wells | inhibition, % at 12.3 µM | actives 0.098% (n = 340,000);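 active = mean replicate inhibition of at least 30% and at least 1% of replicates passing that level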;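 also: 0% = median of the neutral control wells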
iPSC survival up: enhancers of single-cell hiPSC survival, primary screen, ATPlite luminescence. 100% = ROCK inhibitor wells, 0% = DMSO. survival enhancement, % at 20 µM. actives 0.044% (n = 360,000); in the data active = survival enhancement above about 18%;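 also: cells exposed to compounds for 16 hours before the ATP read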
TRPM1 prom inh: inhibitors of MITF-dependent TRPM1 promoter reporter, primary screen, cell-based, SK-MEL-5, single point, luciferase | SK-MEL-5 TRPM1 promoter luciferase, 24 h | inhibition, % at 12.5 µM | actives 0.83% (n = 330,000) | AID 488899, 2010;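 active = mean inhibition across replicates of 60% or more, whatever share of single replicates reaches that level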; also: values of inactives mirror those of a sister screen read the other way
NR2E3 ag-1: inhibitors of NR2E3-RetCOR corepressor binding, primary screen, NR2E3 agonist project, biochemical, TR-FRET, GST-NR2E3, biotin-RetCOR | Photoreceptor-specific nuclear receptor (Homo sapiens), Q9Y5X4 | 1536-well | inhibition of corepressor binding, % at 4.78 µM | actives 0.12% (n = 320,000) | AID 2300, 2010;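 active = percent inhibition above the cutoff of mean plus 3 SD of all tested compounds, set per screening campaign, cut at about 20% in these data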;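 also: 0% = DMSO wells and 100% = biotin wells as full block of FRET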
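System: GST-NR2E3 and biotin-RetCOR proteins; probe or stimulus: 7 nM biotin-RetCOR; doses: compound at 4.8 µM, single dose; schedule: Compound–protein incubation for 5 h at 4 °C; detection: time-resolved FRET; read-out: percent inhibition; controls: biotin wells as high control, 0.6% DMSO wells as low control; format: 1536-well plates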
Peg3 promoter: Peg3 promoter-driven luciferase inhibitors, primary screen, cell-based, HeLa, luciferase luminescence; HeLa PEG-Prom luciferase reporter, overnight; inhibition, % at 20 µM; actives 1.7% (n = 360,000); AID 588405, 2011;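 active = inhibition of at least 50% at 20 µM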
NR2E3 ag-2: NR2E3 agonists in two-hybrid cells, primary screen, cell-based, luminescence, CHO-S, Gal4-NCOR/VP16-NR2E3; Photoreceptor-specific nuclear receptor (Homo sapiens), Q9Y5X4; luciferase; inhibition of corepressor binding, % at 3.98 µM; actives 0.35% (n = 360,000); AID 602229, 2012;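 active = inhibition above the mean of all tested compounds plus 3 SD, cut at about 70% in these data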;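 also: 0% = DMSO with NR2E3 transfected cells and 100% = cells lacking NR2E3 construct; higher means lower luciferase signal from less NR2E3 corepressor binding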
Shn3 inh set2: reduction of Shn3 3'UTR firefly luciferase signal, primary screen, Schnurri-3 inhibitor project, cell-based, Clone20 osteoblasts, set 2; Clone20 osteoblast Shn3 3'UTR firefly luciferase, 24 h; inhibition, % at 12.5 µM; actives 0.52% (n = 360,000);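 active = mean inhibition of at least 75% with every replicate also reaching 75%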;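 also: 0% = median of neutral control wells and 100% = pilot-screen positive control compound; some compounds past the cut are filed as inactive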
Cardio protect: cardioprotection against H2O2-induced cell death, primary screen, uHTS, H9c2 cells, ATPLite luminescence. H9c2 cardiomyocytes, H2O2 injury protection, 2 h. protection from H2O2 cell death, % at 20 µM. actives 0.63% (n = 360,000). AID 588492, 2011;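 active = compounds giving at least 50% protection of heart cells from peroxide-induced death in the single-dose screen, raw or plate-pattern-corrected value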;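 also: 0% = DMSO wells with peroxide and 100% = DMSO wells without peroxide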
HIF-2a block: HIF-2a reporter inhibitors, primary screen, luminescence, 786-0 RCC cells; 786-0 RCC cells HIF-2a reporter, luciferase luminescence, overnight; inhibition, % at 18.8 µM; actives 0.72% (n = 360,000); AID 624352, 2012;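 active = inhibition of the luminescence signal of 40% or more relative to plate controls, in a single-dose primary screen at 18.75 µM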
HTR2A ag: mouse Htr2a agonists via beta-arrestin recruitment, primary screen, cell-based, luminescence. CHO-K1 mHTR2A beta-arrestin complementation; percent of 30 µM serotonin response. activation, % at 7.6 µM. actives 0.66% (n = 360,000);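 active = activation above a run cutoff, the mean activation of all tested compounds plus 3 SD, cut at about 14% in these data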;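 also: 0% = plate median of compound wells and 100% = 30 µM serotonin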
Target sequence (P35363 whole entry, looked up): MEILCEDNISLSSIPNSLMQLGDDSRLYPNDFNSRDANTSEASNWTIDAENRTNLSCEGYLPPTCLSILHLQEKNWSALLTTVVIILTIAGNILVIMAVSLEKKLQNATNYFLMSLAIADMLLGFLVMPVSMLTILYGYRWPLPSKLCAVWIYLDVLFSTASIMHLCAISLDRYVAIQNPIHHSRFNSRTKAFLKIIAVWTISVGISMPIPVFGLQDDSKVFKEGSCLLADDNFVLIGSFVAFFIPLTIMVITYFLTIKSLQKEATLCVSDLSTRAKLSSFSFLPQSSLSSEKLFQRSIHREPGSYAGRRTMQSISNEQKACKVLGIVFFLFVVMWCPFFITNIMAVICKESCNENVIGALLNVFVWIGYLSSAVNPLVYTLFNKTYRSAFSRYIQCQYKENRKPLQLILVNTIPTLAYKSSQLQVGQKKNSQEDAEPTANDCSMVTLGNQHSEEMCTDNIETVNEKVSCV
* marks the source's active call; other numbers are inactive results; nt = no result given; & = joins results of further samples.

#	SMILES	PDI turbidity	CaV13 FRET inh	iPSC survival up	TRPM1 prom inh	NR2E3 ag-1	Peg3 promoter
1	O=C(Nc1nc2ccccc2[nH]1)c1ccccc1OC(F)F	-8	-5	-0.6	1	1	-104
2	C/C(=N\NS(=O)(=O)c1ccc(C)cc1)c1cccs1	7	-3	3.7	4	-1	-4
3	OC1(CNCc2ccccc2)C2CC3CC(C2)CC1C3 (stereo not given)	-7	-5	0.2	-6	1	-123
4	Cc1ccc(CN2C(=O)CCC2C(=O)NCCCN2CCCC(C)C2)cc1 (stereo not given)	-1	nt	0.8	-14	0	6
5	COc1ccc(OC)c(C(=O)Nc2ccc3[nH]ccc3c2)c1	1	5	0.3	-68	1	-304
6	Cc1n[nH]c(=O)c2c(NC(=O)CSc3ccc(F)cc3)oc(C)c12	-3	-2	0.1	8	0	-9
7	O=C1CN(C(=O)CN2C(=O)NC3(CCCCC3)C2=O)c2ccccc2N1	7	-5	-0.1	12	0	6
8	COC(=O)c1ccc(NC(=O)Cc2ccc(F)cc2)cc1	-4	-5	-0.4	-32	0	-115
9	CC(NCCOCCOc1ccccc1)c1ccccc1 (stereo not given)	1	-4	5.3	-5	2	-2
10	NC(=O)COC(=O)CC(NC(N)=O)c1ccc(Cl)cc1 (stereo not given)	1	-5	-0.5	13	0	-12
11	O=C(Oc1ccc(Cl)cc1)c1ccc(COC(=O)c2cnccn2)cc1	-5	nt	5.5	3	1	-53
12	CC(=O)Nc1ccc(SCC(=O)c2cc(C)ccc2C)cc1	-2	-6	-0.6	-2	4	-25

#	NR2E3 ag-2	Shn3 inh set2	Cardio protect	HIF-2a block	HTR2A ag
1	-67	-36	-16	-56	6
2	-4	4	-1	12	3
3	-1	31	-4	6	8
4	-32	-12	6	7	4
5	-166	-123	-9	-262	-6
6	-10	-5	16	-9	7
7	-18	8	7	12	3
8	-31	-18	-6	-47	2
9	-7	-11	4	5	-3
10	-12	1	4	20	-3
11	-2	-1	-8	-14	-8
12	-6	-41	4	-56	2

Additional results.
#	SMILES	PDI turbidity	CaV13 FRET inh	iPSC survival up	TRPM1 prom inh	NR2E3 ag-1	Peg3 promoter
13	c1csc(-c2noc(CN3CCN4CCCC4C3)n2)c1 (stereo not given)	2	-7	0.9	-8	1	-33
14	COc1ccc(-c2nnn(CC(=O)N(c3cccc(O)c3)C(C)C(=O)NC3CCCC3)n2)cc1OC (stereo not given)	-2	-4	1.4	9	1	21
15	O=C(COC(=O)C1CCC(N2C(=O)C3C4CCC(C4)C3C2=O)CC1)c1ccc(F)cc1 (stereo not given)	5	-6	0.3	-2	1	9
16	CCn1c(CC(=O)Nc2ccc(C)c(Cl)c2)nnc1SCCOc1ccc(OC)cc1	-1	-7	3.2	2	3	21
17	CCN[C@H]1C[C@H](C)S(=O)(=O)c2sc(S(N)(=O)=O)cc21	-11	-5	-1.5	-11	2	7
18	CC1CCN(Cc2nnnn2CCCC(=O)NC(c2ccccn2)C(F)(F)F)CC1 (stereo not given)	-1	nt	-0.5	7	2	17
19	CC1(C)CCCC2(C)C1CCC1(C)OC(=O)CCC12 (stereo not given)	nt	nt	-2.1	nt	nt	13
20	COc1cc(OC)cc(C(=O)Nc2ccc(S(=O)(=O)N3CCOCC3)cc2)c1	-20	2	0.9	7	-1	12
21	CC(OC(=O)Cn1[nH]c(=O)c2ccccc2c1=O)C(=O)Nc1ccc(F)cc1 (stereo not given)	10	-4	0.3	-12	3	2
22	N#CC1=C(N)C(C#N)(C#N)C(c2cccnc2)C2CC(c3ccccc3)CC=C12 (stereo not given)	6	nt	1.1	5	3	12
23	O=[N+]([O-])c1cccc(S(=O)(=O)N2CCN(S(=O)(=O)N3CCCCCC3)CC2)c1	13	-2	-0.5	-6	-1	9
24	CC(C)NC(=O)C(=O)NNC(=O)CCc1ccccc1	0	-4	0.6	-18	2	-12

#	NR2E3 ag-2	Shn3 inh set2	Cardio protect	HIF-2a block	HTR2A ag
13	-21	-13	1	-36	-1
14	10	-9	37	12	-1
15	-20	-9	-6	5	2
16	8	15	-4	0	-3
17	-2	0	3	13	4
18	-14	16	2	2	5
19	-1	5	-4	-9	-1
20	-7	-2	5	21	4
21	-7	-3	62*	12	-4
22	-64	14	23	16	-4
23	5	-18	-2	7	-8
24	-31	2	10	-52	3

New compounds follow
#	SMILES	PDI turbidity	CaV13 FRET inh	iPSC survival up	TRPM1 prom inh	NR2E3 ag-1	Peg3 promoter
25	CCOC(=O)C1=C(C)Nc2ncnn2C1c1ccc(N(C)C)cc1 (stereo not given)	-9&0	-10&-7	-0.7&2.3	14&0	-2	21&7
26	CCOC(=O)C1(C)CCCCCN1C(=O)c1ccc(OC)cc1 (stereo not given)	-4	-11	-0.7	nt	nt	-1
27	CN1CCN(C(=O)c2c(O)c3cccc4c3n(c2=O)CCC4)CC1	0	-5	-0.9	-10	-4	-5
28	COc1ccc(C(=O)N2CCc3ccccc32)cc1S(=O)(=O)N1CCOCC1	-3	-5	-0.3	nt	3	13
29	COc1ccccc1NC(=O)COC(=O)[C@@H]1CCCN1C(=O)c1cccs1	-1	nt	-0.6	3	-2	1
30	O=C(Nc1ccc(OCC(=O)N2CCOCC2)cc1)c1ccccc1F	19	-3	-0.6	-4	2	-76
31	COc1ccc2cc(C[C@@H]3CC[C@@H](CNC(N)=O)O3)ccc2c1	2	-6	-2.0	-60	nt	-168
32	Cc1cccc2cc(C#N)c(NCCNC(=O)COc3ccccc3)nc12	-1	18	-1.1	-9	0	-8
33	CCOC(=O)c1ccc(Oc2coc3cc(O)ccc3c2=O)cc1	15	-21	0.0	4	0	-21
34	O=C(CSc1nnc(-c2ccco2)o1)N1CCN(c2ccccc2)CC1	1	-3	2.6	-6	6	10
35	O=S(=O)(NCc1ccc2c(c1)OCO2)c1cccc2nsnc12	-4	-5	-0.4	-3	1	0
36	C/C(N)=C(/C#N)C(=O)CSc1nc2ccccc2[nH]1	7	-9	0.9	-58	4	-159

#	NR2E3 ag-2	Shn3 inh set2	Cardio protect	HIF-2a block	HTR2A ag
25	-16&-17	-2&-12	6&-5	10&3	-2&0
26	-37	5	-1	5	16*
27	-20	7	-6	10	-6
28	8	3	0	18	2
29	-19	13	-17	13	-2
30	-49	-24	-17	-66	4
31	-51	-37	-10	-164	-1
32	-10	6	12	5	-1
33	-24	-10	2	-43	1
34	6	2	5	10	2
35	-33	3	0	8	-5
36	-63	-50	14	-172	-2

Of the compounds above, 2 have a furan ring, fused or not.
#	SMILES	PDI turbidity	CaV13 FRET inh	iPSC survival up	TRPM1 prom inh	NR2E3 ag-1	Peg3 promoter
6	Cc1n[nH]c(=O)c2c(NC(=O)CSc3ccc(F)cc3)oc(C)c12	-3	-2	0.1	8	0	-9
34	O=C(CSc1nnc(-c2ccco2)o1)N1CCN(c2ccccc2)CC1	1	-3	2.6	-6	6	10

#	NR2E3 ag-2	Shn3 inh set2	Cardio protect	HIF-2a block	HTR2A ag
6	-10	-5	16	-9	7
34	6	2	5	10	2

(next part)
#	SMILES	PDI turbidity	CaV13 FRET inh	iPSC survival up	TRPM1 prom inh	NR2E3 ag-1	Peg3 promoter
37	CCOc1ccccc1N(CC(=O)Nc1ccc2c(c1)OCCO2)S(C)(=O)=O	0	nt	-2.3	8	1	-34
38	COc1ccc(CNCCC(c2ccc(F)cc2)c2ccc(OC)cc2)cc1 (stereo not given)	6	-5	-3.4	64*	0	76*
39	CCCCn1c(SCC(=O)N2CC(C)CC(C)C2)nc2cc(S(N)(=O)=O)ccc21 (stereo not given)	-2	-8	1.6	-4	3	8
40	CSc1nc(Sc2ccccc2)c2ccccc2n1	14	nt	3.1	-11	9	15
41	CCOC(=O)C1(Cc2cccc(OC)c2)CCCN(C(=O)CCN2CCCO2)C1 (stereo not given)	11	-5	0.0	-76	5	-303
42	CC(OC(=O)Cc1ccsc1)C(=O)Nc1ccc(Cl)cn1 (stereo not given)	2	-4	-0.2	9	2	10
43	O=S(=O)(Nc1cccc(CCc2ccccn2)c1)c1cc(Cl)ccc1Cl	-7	-5	-0.4	-45	2	13
44	CCOc1ccc(OCCSc2nc(C)cc(=O)[nH]2)cc1	1	nt	-1.2	-27	3	-102
45	Cc1cc(Br)c2[nH]c3c(c2c1)CCCC3=O	2	0	-1.9	0	4	-42
46	Cc1[nH]c2ccccc2c1/C=C(\C#N)C(=O)NCC1CCCO1 (stereo not given)	3	4	-0.6	-22	-1	-51
47	COc1cc(C(=O)Nc2cc(-c3nc4cc(C)ccc4o3)ccc2C)cc(OC)c1OC	-8	-7	-2.5	-13	2	-117
48	NC(=O)c1ccc(N2CCC(C(N)=O)CC2)c([N+](=O)[O-])c1	-14	4	-0.3	6	-3	-5

#	NR2E3 ag-2	Shn3 inh set2	Cardio protect	HIF-2a block	HTR2A ag
37	-13	7	3	16	-6
38	0	47	-19	3	-8
39	-19	2	2	12	8
40	-19	12	11	8	2
41	-109	-92	6	-300	-6
42	18	-10	1	10	7
43	12	-5	-9	13	5
44	-54	-39	-10	-100	-3
45	-39	-12	-4	-23	-5
46	0	-11	10	-49	-5
47	-33	0	-19	-39	0
48	-2	-5	0	15	3

Part of the list above, reduced to Cardio protect, HTR2A ag and NR2E3 ag-1:
No.	canonical_smiles	Cardio protect	HTR2A ag	NR2E3 ag-1
22	N#CC1=C(N)C(C#N)(C#N)C(c2cccnc2)C2CC(c3ccccc3)CC=C12 (stereo not given)	23	-4	3
23	O=[N+]([O-])c1cccc(S(=O)(=O)N2CCN(S(=O)(=O)N3CCCCCC3)CC2)c1	-2	-8	-1
24	CC(C)NC(=O)C(=O)NNC(=O)CCc1ccccc1	10	3	2
25	CCOC(=O)C1=C(C)Nc2ncnn2C1c1ccc(N(C)C)cc1 (stereo not given)	6&-5	-2&0	-2
26	CCOC(=O)C1(C)CCCCCN1C(=O)c1ccc(OC)cc1 (stereo not given)	-1	16*	nt

Outcome played no part in choosing rows (roughly 3.9% active in at least one column).
